PfHsp40 yeast: rescue of PfHsp40-mediated yeast toxicity; S. cerevisiae expressing PfHsp40, growth rescue, ATP luminescence; growth rescue, % at 12.5 µM; 340,000 compounds, 0.68% hits; in the data active = growth rescue above about 28%, passing the limit was not always enough;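 note: yeast W303a lacking pdr1 and pdr3 grown in galactose medium; growth measured after three days at 30 °C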
BH1578 lux ind: induces V. cholerae light production without autoinducers; V. cholerae BH1578 lux reporter, luminescence, 6 h; activation, % at 18.7 µM; 350,000 compounds, 0.16% hits; in the data active = activation mostly above about 9.7%, no sharp cut-off; note: not every result past the cut was called active; inactives centre near 0; reference of the scale not given here
Anthrax LF prot: blocks Bacillus anthracis lethal factor protease; 360,000 compounds, 0.12% hits; AID 588501; inhibition, % at 10 µM; P15917; multiplex microsphere protease cleavage assay, LF; in the data active = inhibition above about 30%; note: plate controls were buffer without enzyme for full effect and enzyme alone for no effect
TcdB inh: TcdB glycohydrolase inhibition; P18177; TcdB glycohydrolase enzymatic assay, plate reader; inhibition, % at 9.99 µM; 350,000 compounds, 0.24% hits; AID 652162; in the data active = inhibition above about 10%
MazF activator: MazEF (E. coli) toxin RNase activation; FAM/BHQ RNA-DNA oligo cleavage fluorescence, 5 h; activation, % at 20 µM; 350,000 compounds, 0.32% hits; AID 504720; in the data active = activation above about 50%
Target sequence (P0AE70 whole entry, looked up): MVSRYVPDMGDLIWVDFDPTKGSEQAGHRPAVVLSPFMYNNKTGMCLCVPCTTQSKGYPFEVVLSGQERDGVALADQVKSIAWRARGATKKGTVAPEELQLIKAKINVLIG
Rv3671c protease: inhibits the M. tuberculosis serine protease Rv3671c; P9WHR9; inhibition, % at 5.96 µM; 320,000 compounds, 0.048% hits; AID 2606; in the data active = inhibition above about 38%;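 note: extracellular domain of Rv3671c used as enzyme; 0% = enzyme with DMSO and 100% = no enzyme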
Target sequence (P9WHR9 whole entry, looked up, the tested form may be a part): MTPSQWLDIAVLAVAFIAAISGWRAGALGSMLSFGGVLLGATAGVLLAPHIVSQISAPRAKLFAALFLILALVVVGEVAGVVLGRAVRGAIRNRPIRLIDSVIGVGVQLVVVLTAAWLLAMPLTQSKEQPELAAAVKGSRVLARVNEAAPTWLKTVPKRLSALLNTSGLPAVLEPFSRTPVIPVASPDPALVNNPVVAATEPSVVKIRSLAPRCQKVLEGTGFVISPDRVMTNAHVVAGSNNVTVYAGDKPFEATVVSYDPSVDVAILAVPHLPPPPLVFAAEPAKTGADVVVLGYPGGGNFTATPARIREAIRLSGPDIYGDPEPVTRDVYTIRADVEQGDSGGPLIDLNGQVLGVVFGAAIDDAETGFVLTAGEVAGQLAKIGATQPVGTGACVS
VHR inh abs: DUSP3 (human) phosphatase inhibition; 290,000 compounds, 0.52% hits; P51452; inhibition, % at 13.3 µM; recombinant VHR phosphatase, pNPP absorbance; in the data active = inhibition above about 50%; note: some compounds called inactive have numbers as strong as hits
Target sequence (P51452 whole entry, looked up): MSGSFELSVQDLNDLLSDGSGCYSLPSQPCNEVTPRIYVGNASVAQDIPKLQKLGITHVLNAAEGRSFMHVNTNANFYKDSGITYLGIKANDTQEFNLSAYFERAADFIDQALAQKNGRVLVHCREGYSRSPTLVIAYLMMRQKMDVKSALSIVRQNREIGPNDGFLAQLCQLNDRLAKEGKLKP
Yp Topo-I inh: inhibitors of Yersinia pestis topoisomerase I; activity, % at 10 µM; Y. pestis Topo-I cleavage product accumulation, plate reader; AID 504884; 360,000 compounds, 0.064% hits; in the data active = activity above about 50%, passing the limit was not always enough; note: inactives centre near 2
3CLpro inhibitor: SARS-CoV 3CLpro protease inhibition; P0C6X7; recombinant SARS-CoV 3CLpro, quenched FRET peptide cleavage; inhibition, % at 6 µM; 290,000 compounds, 0.14% hits; in the data active = inhibition above about 12%
PriA SSB inh: K. pneumoniae PriA-SSBct interaction inhibition; AlphaScreen SSBct-PriA binding, biotinylated peptide; inhibition, % at 33 µM; 430,000 compounds, 0.6% hits; AID 1272365; in the data active = inhibition mostly above about 37%, no sharp cut-off; inactive = mostly below about 20%;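 note: plate controls were negative control peptide for no effect and reference peptide for full effect; strong numbers were not always called active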
Active calls of the source: *; i = inactive; . = not tested or not shown; & = joins results of further samples.

The opening 3 compounds (preview)
SMILES | PfHsp40 yeast | BH1578 lux ind | Anthrax LF prot | TcdB inh | MazF activator | Rv3671c protease | VHR inh abs | Yp Topo-I inh | 3CLpro inhibitor | PriA SSB inh
Cc1cccc(CSc2ccc3nnc(-c4ccccn4)n3n2)c1 | 1.1 | -1.7 | 3 | 2.5 | -4 | -2 | -14 | 8 | -3 | -4
Cc1cccc(C(=O)NNC2=C(C(=O)C(F)(F)F)CCC2)c1O | 1.4 | i | 1 | . | 1 | -2 | 6 | -10 | 7 | 22
CC1CC(NC(=O)/C=C/C(=O)O)CC(C)(C)C1 (stereo not given) | -0.8 | i | -10 | 0.9 | 3 | -1 | -7 | 3 | 3 | 3

The listing, from the first entry:
SMILES | PfHsp40 yeast | BH1578 lux ind | Anthrax LF prot | TcdB inh | MazF activator | Rv3671c protease | VHR inh abs | Yp Topo-I inh | 3CLpro inhibitor | PriA SSB inh
Cc1cccc(CSc2ccc3nnc(-c4ccccn4)n3n2)c1 | 1.1 | -1.7 | 3 | 2.5 | -4 | -2 | -14 | 8 | -3 | -4
Cc1cccc(C(=O)NNC2=C(C(=O)C(F)(F)F)CCC2)c1O | 1.4 | i | 1 | . | 1 | -2 | 6 | -10 | 7 | 22
CC1CC(NC(=O)/C=C/C(=O)O)CC(C)(C)C1 (stereo not given) | -0.8 | i | -10 | 0.9 | 3 | -1 | -7 | 3 | 3 | 3
CN(C)S(=O)(=O)c1cc(NC(=O)COC(=O)/C=C/c2ccco2)ccc1Cl | -1.0 | i | 1 | 1.6 | -17 | 3 | 7 | 3 | 6 | 0
Cc1cc(NCc2ccccc2)n2ncc(-c3ccccc3)c2n1 | 1.7 | i | -14 | 0.5 | -2 | -4 | 55* | 9 | 0 | -25
O=C(c1ccccc1)c1ccc(O)cc1O | 2.5 | -0.8 | 3 | 1.4 | i | -7 | 28 | 11 | -7 | -4
CCOC(=O)c1ccc(CSc2nnc(-c3ccncc3)n2N)cc1 | -0.1 | -5.0 | 1 | . | 12 | -4 | 11 | -10 | 1 | -13
O=C(O)c1ccc(N/C(=N\S(=O)(=O)c2ccc(Cl)cc2)c2ccccc2)cc1 | -1.2 | i | -5 | 1.7 | 5 | 0 | 22 | 2 | -2 | .
CCCCCC(=O)N/N=C/c1cccs1 | 0.7 | i | -2 | 1.5 | 10 | 1 | 14 | -5 | 2 | .
Cc1ccccc1OCC(=O)NC(=S)Nc1ccccc1N1CCN(S(C)(=O)=O)CC1 | 1.4 | i | -2 | 0.8 | -2 | -12 | 18 | 3 | 0 | 11
O=C(Oc1ccc(Oc2ccccc2)cc1)N1CCC(O)CC1 | 1.5 | i | 7 | -0.2 | -2 | -2 | 3 | 18 | 1 | -7
O=C(CCS(=O)(=O)c1ccccc1)Nc1ccc(-c2nc3ccccc3s2)cc1 | 1.3 | -0.3 | 0 | 1.4 | -24 | -23 | 3 | 5 | 0 | -1
Cc1c(OCc2ccc([N+](=O)[O-])cc2)ccc2c3c(c(=O)oc12)CCC3 | -0.4 | -1.4 | 6 | . | 3 | 4 | -5 | -5 | 1 | 11
CCOc1ccc(/C=N/NC(=O)c2c(-c3ccccc3)noc2C)cc1 | 0.6 | -0.3 | 1 | 0.3 | 5 | -8 | 2 | 6 | 1 | .
CCCCCNCc1ccc(Br)cc1 | -0.2 | 3.4 | 4 | -0.6 | 9 | 1 | 34 | 4 | -1 | -9
Cc1onc(-c2c(F)cccc2Cl)c1C(=O)N=C(N)N1CC(C)OC(C)C1 (stereo not given) | -1.7 | -0.4 | 5 | 1.6 | 17 | 4 | 28 | 9 | 2 | .
CN(C(=O)C1CC1)c1ccccc1 | . | i | 0 | 2.3 | 5 | . | . | 3 | . | .
Cc1cc(NC(=O)c2ccc(F)cc2)n(CCOC(=O)c2ccc(F)cc2)n1 | 0.0 | -0.1 | 1 | -0.2 | 3 | -12 | 5 | 0 | 2 | -24
Cc1ccccc1CN1C[C@@H]2C[C@@H](c3cn[nH]c3-c3ccc(F)cc3)N3CCC[C@@]23C1=O | 0.7 | i | -1 | 1.3 | -10 | -4 | 9 | -7 | 5 | -9
O=C(N/N=C/c1ccc(Sc2nc3ccccc3s2)c([N+](=O)[O-])c1)c1ccccn1 | -0.3 | i | 0 | . | 101* | 0 | 40 | 7 | -6 | .
C[C@@H]1CN([C@H](C)CO)C(=O)CCCn2nncc2CO[C@H]1CN(C)S(=O)(=O)c1ccc(C#N)cc1 | . | -0.2 | 2 | 1.4&-0.8 | 11 | . | . | -3 | . | .
O=C(N/N=C/c1ccncc1)c1cccc(NC(=O)c2ccc(Cl)cc2)c1 | 1.8 | . | -1 | -0.5 | -3 | -14 | 3 | 14 | -4 | .
CCOc1ccc(C(=O)CCC(=O)NNC(=O)CCN2CCN(c3ccccc3)CC2)cc1 | 0.1 | i | -3 | 0.2 | 6 | 2 | . | 5 | . | 4
NC(=O)C(=O)N/N=C1\CCc2ccccc21 | -0.4 | -2.7 | 4 | 0.1 | 2 | 5 | 26 | 4 | 2 | .
Cc1occc1C(=O)N1CCN(c2ccc([N+](=O)[O-])cc2)CC1 | -0.6 | i | -1 | 0.6 | -2 | -3 | 10 | 0 | -3 | 4

Single records (already shown). Order of screens: PfHsp40 yeast | BH1578 lux ind | Anthrax LF prot | TcdB inh | MazF activator | Rv3671c protease | VHR inh abs | Yp Topo-I inh | 3CLpro inhibitor | PriA SSB inh
`Cc1c(OCc2ccc([N+](=O)[O-])cc2)ccc2c3c(c(=O)oc12)CCC3` in the list: -0.4 | -1.4 | 6 | . | 3 | 4 | -5 | -5 | 1 | 11
`CN(C)S(=O)(=O)c1cc(NC(=O)COC(=O)/C=C/c2ccco2)ccc1Cl` in the list: -1.0 | i | 1 | 1.6 | -17 | 3 | 7 | 3 | 6 | 0

New compounds follow:
SMILES | PfHsp40 yeast | BH1578 lux ind | Anthrax LF prot | TcdB inh | MazF activator | Rv3671c protease | VHR inh abs | Yp Topo-I inh | 3CLpro inhibitor | PriA SSB inh
NC(=O)N/N=C/c1ccc(OCc2cccc(Cl)c2)cc1 | -0.6 | -0.2 | 1 | 0.1 | 12 | 5 | 17 | 7 | 2 | .
N=C1C(c2ccc(Br)cc2)=C(O)C2CCc3ccccc3N12 (stereo not given) | 0.8 | -1.6 | -4 | . | 5 | -1 | 27 | 4 | -2 | 2
O=C(NCc1ccccc1Cl)c1ccc(S(=O)(=O)NCc2ccco2)cc1 | -0.4 | -2.8 | -1 | 2.7 | -6 | . | . | 9 | . | -14
COc1ccc(C(=O)Nc2cccc3c2CCCC3)c(OC)c1 | . | -0.1 | . | 0.7 | -9 | 3 | . | -11 | . | -13
CN(CC(=O)Nc1ccc(F)c(F)c1F)C(=O)C1CCCC1 | 1.0 | i | 1 | -0.4 | 2 | -2 | . | 1 | . | -3
CC1=CC(=O)C2=C(C)CCC3C(C)C(=O)OC3C12 (stereo not given) | . | -0.7 | 7 | -2.3 | . | . | . | 3 | . | .
CCOC(=O)c1ccc(N2C(=O)CC(Nc3ccc(CCO)cc3)C2=O)cc1 (stereo not given) | -2.3 | . | -15 | . | -4 | -2 | -14 | 0 | 0 | 5
O=C(CN1C(=O)NC2(CCCC2)C1=O)OCc1cccc(Br)c1 | 0.9 | 1.6 | -3 | 1.2 | 4 | -5 | . | 9 | . | -6
C=C(C)Cn1c(C(C)NC(=O)CCC)nc2ccccc21 (stereo not given) | -0.4 | -0.4 | 20 | . | -4 | -3 | 16 | -3 | 9 | 14
O=c1c2ccccc2nc(/C=C/c2ccc(F)cc2)n1-c1ccccc1O | 2.9 | i | -8 | 2.3 | -13 | -14 | 17 | 9 | 2 | 8
CC(=O)Nc1cccc(-c2csc(Nc3ccc(Cl)cn3)n2)c1 | 5.3 | -0.4 | -2 | -0.3 | 3 | 3 | 21 | 6 | 3 | -19
N#Cc1ccc(S(=O)(=O)NCCc2ccncc2)cc1 | -0.4 | -1.3 | -11 | 1.4 | 7 | . | . | -11 | . | -10
FC(F)(F)c1ccc(Cl)c(N/N=C/c2ccc(N3CCOCC3)s2)c1 | -1.0 | i | -4 | . | 1 | 1 | 6 | -19 | -10 | .
COc1cc(C2CC(=O)Nc3n[nH]c(-c4ccccc4)c32)cc(OC)c1OC (stereo not given) | . | . | . | . | 9 | 1 | 15 | . | 0 | 5
COc1cc(NC(=O)CN2C(=O)COc3ccccc32)cc(OC)c1 | 7.8 | -0.7 | -6 | 0.2 | 3 | . | . | -8 | . | -6
O=C(CCNC(=O)c1ccccc1Cl)NCC(c1ccc(F)cc1)N1CCOCC1 (stereo not given) | 0.3 | i | -4 | -0.3 | 4 | 8 | . | -2 | . | -11
COc1ccc(C(C(=O)NC2CCCCC2)N(C(=O)c2sc(C)nc2C)c2ccccc2)cc1 (stereo not given) | -1.3 | 6.7 | -2 | -1.6 | 0 | -2 | 10 | 13 | -4 | -4
Cc1ccc2c(n1)CC(C)(C)CC2=O | 0.6 | -3.7 | 0 | . | -5 | -2 | 23 | 0 | 4 | -13
CC(C)C(=O)Nc1ccc(NC(=S)NC(=O)c2ccccc2F)cc1 | -0.5 | 0.5 | 1 | 1.8 | -4 | 1 | -18 | -8 | 5 | -3
O=S(=O)(NCC(Nc1ccccc1)c1ccccc1)c1ccc(Cl)cc1 (stereo not given) | 1.4 | 3.8 | -6 | . | 3 | -17 | 6 | -4 | 0 | 9
Cc1ccc(-c2cc(C(F)F)nc(NCc3cccs3)n2)cc1 | -0.4 | -3.0 | -4 | . | -8 | -13 | -9 | 23 | 5 | -2
Cc1cc(=O)[nH]c2ccc(S(=O)(=O)Nc3ccccc3)cc12 | -0.4 | -0.2 | 18 | 2.0 | 13 | -3 | 13 | 2 | -7 | -3
CC(C)C(=O)Nc1ccc(C(=O)N/N=C/c2cc(Br)cc(Br)c2O)cc1 | 0.5 | -0.3 | 2 | -0.2 | -50 | 15 | 16 | 0 | 0 | .
Cc1cc(C(=O)COC(=O)c2csc3c2CCCC3)c(C)n1C | -0.5 | 0.4 | 6 | . | -16 | 0 | 17 | 7 | -2 | -4
O=C(NCc1ccc2c(c1)OCO2)Nc1cccc(Cl)c1 | 0.2 | 0.3 | -14 | 0.7 | 18 | -11 | 59* | 0 | 6 | -20
The listing continues.
SMILES | PfHsp40 yeast | BH1578 lux ind | Anthrax LF prot | TcdB inh | MazF activator | Rv3671c protease | VHR inh abs | Yp Topo-I inh | 3CLpro inhibitor | PriA SSB inh
CCN1CCN(c2nc(-c3ccccc3)c3ccccc3n2)CC1 | -0.5 | -0.3 | 0 | 0.9 | 1 | 0 | 20 | 14 | -2 | -2
FC(F)Oc1ccc(NC(=S)NCc2cccnc2)cc1 | 0.4 | i | -2 | -1.3 | 5 | 1 | 8 | 0 | 3 | 5&-12
CC(C)NC(=O)CSc1nnc(C2CC2)n1-c1ccccc1 | 0.0 | -0.6 | -1 | . | 1 | -5 | 4 | -2 | 5 | -17
Cc1nn(Cc2ccccc2)c(C)c1NC(=O)c1cc2nc(-c3ccco3)cc(C(F)(F)F)n2n1 | 0.3 | i | . | . | 3 | -4 | 18 | 1 | -1 | -7
O=C(Cn1nnc(-c2cccc(C(F)(F)F)c2)n1)N1CCCCCC1 | -2.1 | i | -2 | . | 5 | 0 | -15 | 2 | 1 | -6
NC(=O)N/N=C/c1cc(Br)ccc1OC(=O)c1ccccc1 | -0.4 | i | -4 | -0.5 | 0 | 9 | 3 | -5 | 3 | .
COc1ccc(S(=O)(=O)CCC(=O)N2CCN(c3ccccc3F)CC2)cc1 | 1.5 | i | -1 | 1.0 | 0 | -15 | -6 | -9 | 7 | 10
C[C@H](N)c1nnc(SCC(=O)c2ccc(Cl)cc2)o1 | 1.2 | -0.3 | 1 | . | 0 | 2 | 15 | 10 | -1 | -16
COc1ccc(CCC(=O)Nc2ccc(-c3noc(-c4ccc(OC)c(OC)c4)n3)cc2)cc1 | -0.3 | i | 0 | . | -6 | 5 | 9 | 3 | 1 | -8
CCc1ccc(OC(C)c2nnc(SCC(=O)Nc3ncccc3C)n2C)cc1 (stereo not given) | 0.4 | -0.4 | -1 | 0.3 | 1 | -6 | 13 | -2 | 1 | -6
O=C(CCCn1c(SCC(=O)c2ccc(Cl)cc2)nc2ccccc2c1=O)NCc1ccco1 | 0.2 | -0.5 | . | . | -21 | 5 | 3 | 17 | 0 | -6
COc1ccc(CNC2c3ccccc3-c3ccccc32)cc1OC | -2.0 | -0.2 | 1 | 0.9 | -5 | 2 | 12 | -7 | 1 | 8

This is a subset; count on the stated rates, not on these rows.
